TcdB inh: inhibitors of Clostridioides difficile toxin B glycohydrolase; actives 0.24% (n = 350,000); TcdB glycohydrolase enzymatic assay, plate reader; inhibition, % at 9.99 µM; P18177; in the data active = inhibition above about 10%
Target sequence (P18177 whole entry, looked up): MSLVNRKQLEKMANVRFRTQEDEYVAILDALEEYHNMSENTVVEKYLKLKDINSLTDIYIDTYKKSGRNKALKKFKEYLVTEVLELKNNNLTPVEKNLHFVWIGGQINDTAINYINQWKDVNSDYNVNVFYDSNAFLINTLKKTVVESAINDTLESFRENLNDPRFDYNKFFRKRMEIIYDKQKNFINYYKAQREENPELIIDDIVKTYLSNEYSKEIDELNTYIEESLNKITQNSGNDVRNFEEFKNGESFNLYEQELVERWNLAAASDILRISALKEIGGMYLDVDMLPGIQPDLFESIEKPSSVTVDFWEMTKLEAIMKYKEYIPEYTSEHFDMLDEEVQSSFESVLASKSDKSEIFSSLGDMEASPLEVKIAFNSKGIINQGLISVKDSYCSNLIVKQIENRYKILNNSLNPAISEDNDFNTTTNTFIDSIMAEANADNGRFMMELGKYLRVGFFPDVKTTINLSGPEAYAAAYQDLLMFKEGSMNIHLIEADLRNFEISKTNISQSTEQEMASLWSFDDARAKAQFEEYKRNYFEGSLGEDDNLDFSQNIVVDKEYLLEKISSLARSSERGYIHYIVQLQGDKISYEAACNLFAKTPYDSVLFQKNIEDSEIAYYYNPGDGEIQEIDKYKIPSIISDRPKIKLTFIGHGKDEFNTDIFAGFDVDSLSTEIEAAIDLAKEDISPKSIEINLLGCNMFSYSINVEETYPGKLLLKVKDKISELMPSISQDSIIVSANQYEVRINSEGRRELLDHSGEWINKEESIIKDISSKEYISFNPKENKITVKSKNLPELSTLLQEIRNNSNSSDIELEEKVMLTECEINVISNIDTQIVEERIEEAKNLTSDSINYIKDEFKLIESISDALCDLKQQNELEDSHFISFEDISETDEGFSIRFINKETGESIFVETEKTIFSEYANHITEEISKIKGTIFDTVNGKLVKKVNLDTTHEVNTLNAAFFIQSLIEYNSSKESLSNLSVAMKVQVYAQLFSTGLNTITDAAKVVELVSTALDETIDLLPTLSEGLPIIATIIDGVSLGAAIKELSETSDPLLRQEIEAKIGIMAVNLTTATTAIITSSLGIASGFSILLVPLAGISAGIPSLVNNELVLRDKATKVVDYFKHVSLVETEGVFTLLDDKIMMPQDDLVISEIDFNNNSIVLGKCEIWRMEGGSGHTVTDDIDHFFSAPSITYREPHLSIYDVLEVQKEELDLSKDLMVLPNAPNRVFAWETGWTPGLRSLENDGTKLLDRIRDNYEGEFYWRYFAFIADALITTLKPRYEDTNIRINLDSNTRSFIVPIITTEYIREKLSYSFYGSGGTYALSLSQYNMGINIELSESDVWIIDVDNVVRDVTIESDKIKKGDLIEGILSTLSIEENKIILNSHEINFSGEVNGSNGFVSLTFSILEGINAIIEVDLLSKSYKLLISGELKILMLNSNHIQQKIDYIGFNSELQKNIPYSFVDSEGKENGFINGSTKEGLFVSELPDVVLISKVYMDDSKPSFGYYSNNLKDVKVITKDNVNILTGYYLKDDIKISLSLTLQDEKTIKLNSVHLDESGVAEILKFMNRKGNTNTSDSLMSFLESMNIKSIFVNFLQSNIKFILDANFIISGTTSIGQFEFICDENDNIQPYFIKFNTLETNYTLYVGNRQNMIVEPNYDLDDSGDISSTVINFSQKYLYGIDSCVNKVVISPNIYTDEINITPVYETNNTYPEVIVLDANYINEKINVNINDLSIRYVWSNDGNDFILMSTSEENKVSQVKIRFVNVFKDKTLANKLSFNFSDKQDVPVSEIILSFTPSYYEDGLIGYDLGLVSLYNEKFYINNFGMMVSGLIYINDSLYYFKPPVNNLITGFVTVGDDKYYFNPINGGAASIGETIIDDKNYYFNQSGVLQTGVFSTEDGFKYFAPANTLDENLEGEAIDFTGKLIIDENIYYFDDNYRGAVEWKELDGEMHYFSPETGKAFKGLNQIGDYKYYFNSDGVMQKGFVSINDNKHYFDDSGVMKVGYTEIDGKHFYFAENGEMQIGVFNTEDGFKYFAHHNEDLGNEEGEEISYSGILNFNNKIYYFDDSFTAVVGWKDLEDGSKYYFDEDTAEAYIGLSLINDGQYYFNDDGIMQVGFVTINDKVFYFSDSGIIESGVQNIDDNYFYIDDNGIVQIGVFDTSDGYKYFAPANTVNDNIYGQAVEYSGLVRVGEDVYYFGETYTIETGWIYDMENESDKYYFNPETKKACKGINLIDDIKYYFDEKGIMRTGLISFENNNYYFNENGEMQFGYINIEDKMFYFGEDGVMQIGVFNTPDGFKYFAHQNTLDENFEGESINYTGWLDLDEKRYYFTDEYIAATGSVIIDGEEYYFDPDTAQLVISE
An asterisk follows results filed as active; & = joins results of further samples. A portion of the library; rates above refer to the full screens.

SMILES | TcdB inh
Cc1ccc(S(=O)(=O)N(C)C[C@H]2Oc3ccc(NC(=O)Nc4ccc(C(F)(F)F)cc4)cc3C(=O)N([C@@H](C)CO)C[C@H]2C)cc1 | -2.4
Cc1noc(C)c1NC(=O)Nc1ccc2c(c1)C(=O)N([C@@H](C)CO)C[C@H](C)[C@@H](CN(C)Cc1ccc(C(F)(F)F)cc1)OCCCC[C@H](C)O2 | 0.8
CC(=O)N1[C@@H]2c3ccc(-c4cncnc4)c(=O)n3C[C@H]1[C@H](CO)[C@H]2C(=O)NC1Cc2ccccc2C1 | 0.7
C[C@@H]1CCCCO[C@H](CN(C)S(=O)(=O)c2cn(C)cn2)[C@@H](C)CN([C@H](C)CO)C(=O)c2cc(NC(=O)c3ccccc3)ccc2O1 | -0.1
CC(C)NC(=O)Nc1ccc2c(c1)C(=O)N([C@H](C)CO)C[C@@H](C)[C@@H](CN(C)Cc1ccc(C(F)(F)F)cc1)OCCCC[C@H](C)O2 | 1.0
O=C(C[C@@H]1CC[C@H]2[C@@H](COC[C@@H](O)CN2Cc2cc(F)ccc2F)O1)N1CCc2ccccc2C1 | -2.1
O=C([C@H]1N[C@H]2c3ccc(-c4ccccc4)c(=O)n3C[C@H]2[C@@H]1CO)N1CCOCC1 | 0.5
O=C(Cc1ccccn1)N1CC(=O)N2[C@H](C1)[C@@H](c1ccc(C#CCC3CCCC3)cc1)[C@@H]2CO | -0.9
CC(C)NC(=O)N(C)C[C@H]1Oc2ccc(NC(=O)C3CCCCC3)cc2CC(=O)N([C@@H](C)CO)C[C@H]1C | 0.2
COc1cccc(CN2[C@@H]3CNC[C@H]2C3c2ccc(-c3cccnc3)cc2)c1 (stereo partly drawn) | 0.3
C[C@H]1CN([C@@H](C)CO)C(=O)c2cc(C#Cc3ccccc3F)cnc2O[C@@H]1CN(C)S(C)(=O)=O | 0.0
CCCN1[C@@H]2Cn3c(ccc(-c4ccc(F)cc4)c3=O)[C@H]1[C@@H](C(=O)NCC1CC1)[C@@H]2CO | -0.1
C[C@H](CO)N1C[C@H](C)[C@@H](CN(C)C(=O)c2ccccc2)OCCCC[C@H](C)Oc2ccc(NC(=O)Nc3ccc(F)cc3)cc2C1=O | -0.2
CCCC#Cc1ccc(CC[C@H]2O[C@H]3CC[C@@H](CO)O[C@H]3C[C@H]2NC(=O)c2cnccn2)cc1 | 1.6
O=C(Nc1ccc(F)cc1)N1CCCCN2[C@@H](CO)[C@@H](c3ccc(C#CC4CC4)cc3)[C@@H]2C1 | 1.6

Some of the entries so far, with each value named.
CCCC#Cc1ccc(CC[C@H]2O[C@H]3CC[C@@H](CO)O[C@H]3C[C@H]2NC(=O)c2cnccn2)cc1
  TcdB inh: 1.6
O=C(C[C@@H]1CC[C@H]2[C@@H](COC[C@@H](O)CN2Cc2cc(F)ccc2F)O1)N1CCc2ccccc2C1
  TcdB inh: -2.1
Cc1noc(C)c1NC(=O)Nc1ccc2c(c1)C(=O)N([C@@H](C)CO)C[C@H](C)[C@@H](CN(C)Cc1ccc(C(F)(F)F)cc1)OCCCC[C@H](C)O2
  TcdB inh: 0.8
CC(C)NC(=O)N(C)C[C@H]1Oc2ccc(NC(=O)C3CCCCC3)cc2CC(=O)N([C@@H](C)CO)C[C@H]1C
  TcdB inh: 0.2

The listing picks up with the two entries that preceded the break.
SMILES | TcdB inh
CCCC#Cc1ccc(CC[C@H]2O[C@H]3CC[C@@H](CO)O[C@H]3C[C@H]2NC(=O)c2cnccn2)cc1 | 1.6
O=C(Nc1ccc(F)cc1)N1CCCCN2[C@@H](CO)[C@@H](c3ccc(C#CC4CC4)cc3)[C@@H]2C1 | 1.6
O=C(C[C@H]1C[C@H]2c3cc(NC(=O)c4ccc5c(c4)OCO5)ccc3O[C@H]2[C@@H](CO)O1)NCc1cccnc1 | 0.5
O=C(c1ccc(F)cc1)N1CCCCN2[C@@H](CO)[C@@H](c3ccc(/C=C/c4ccccc4)cc3)[C@@H]2C1 | -2.0
C[C@@H]1CN([C@@H](C)CO)S(=O)(=O)c2ccc(Br)cc2O[C@H]1CN(C)C | 0.4
Cc1noc(C)c1NC(=O)Nc1ccc2c(c1)C(=O)N([C@@H](C)CO)C[C@H](C)[C@H](CN(C)S(=O)(=O)c1ccc(Cl)cc1)OCCCC[C@@H](C)O2 | 0.1
COCC(=O)Nc1ccc2c(c1)OC[C@@H](C)N(Cc1ccccn1)C[C@@H](C)[C@H](OC)CN(C)C2=O | -0.1
C[C@@H]1CN([C@H](C)CO)C(=O)c2cc(N(C)C)ccc2O[C@H]1CN(C)Cc1ccc(Oc2ccccc2)cc1 | -1.8
Cc1noc(C)c1NC(=O)Nc1ccc2c(c1)C(=O)N([C@H](C)CO)C[C@@H](C)[C@@H](CN(C)C(=O)Nc1ccc3c(c1)OCO3)OCCCC[C@@H](C)O2 | 0.1
O=C(C[C@@H]1C[C@@H]2c3cc(NC(=O)c4ccc5c(c4)OCO5)ccc3O[C@@H]2[C@H](CO)O1)NCc1cccnc1 | 1.7
CCCN(C)C[C@H]1OCCCC[C@@H](C)Oc2ccc(NC(=O)NC(C)C)cc2C(=O)N([C@@H](C)CO)C[C@H]1C | -3.4
C[C@H](CO)N1C[C@H](C)[C@H](CN(C)Cc2ccc3c(c2)OCO3)Oc2ccc(NS(C)(=O)=O)cc2CC1=O | 0.2
C[C@@H](NC(=O)C[C@@H]1C=C[C@H](NC(=O)Cc2ccccn2)[C@H](CO)O1)c1ccccc1 | 0.4
O=C(c1cccnc1)N1CC(=O)N2[C@H](C1)[C@@H](c1ccc(C#CCC3CCCC3)cc1)[C@@H]2CO | 0.6
Cc1noc(C)c1NC(=O)N[C@H]1C=C[C@H](CC(=O)NCc2ccc(Cl)c(Cl)c2)O[C@@H]1CO | -0.9
CNC[C@@H]1Oc2ccc(NC(=O)CCN3CCOCC3)cc2CC(=O)N([C@H](C)CO)C[C@@H]1C | 0.3
CCCNC(=O)C[C@@H]1CC[C@@H]2[C@H](COC[C@H](O)CN2S(=O)(=O)c2ccc(Oc3ccccc3)cc2)O1 | -0.6
Cc1noc(C)c1NC(=O)N(C)C[C@@H]1Oc2ccc(NC(=O)NC(C)C)cc2C(=O)N([C@@H](C)CO)C[C@@H]1C | 0.0
O=C(Nc1ccccc1F)N1CCCCN2[C@H](CO)[C@@H](c3ccc(/C=C/c4ccccc4)cc3)[C@@H]2C1 | -1.4
CC(C)NC(=O)N[C@@H]1CC[C@@H](CC(=O)NCc2ccc(Oc3ccccc3)cc2)O[C@@H]1CO | 1.2
O=C(Nc1ccc2c(c1)[C@@H]1C[C@@H](CC(=O)N3CCOCC3)O[C@@H](CO)[C@@H]1O2)Nc1ccccc1F | -0.5
O=C(Cc1ccccn1)N1CC(=O)N2[C@H](CO)[C@@H](c3ccc(C#CC4CCCCC4)cc3)[C@@H]2C1 | 0.7
O=C(C[C@H]1C[C@@H]2c3cc(NC(=O)NC4CCCC4)ccc3O[C@@H]2[C@@H](CO)O1)NCc1ccccc1F | -3.0
COC(=O)C[C@@H]1CC[C@H]2[C@H](COc3ccc(NC(=O)Nc4cccc(Cl)c4)cc3C(=O)N2C)O1 | -1.4
CO[C@H]1CN(C)C(=O)c2ccc(NC(=O)Nc3cc(Cl)cc(Cl)c3)cc2OC[C@H](C)NC[C@@H]1C | 0.5
N#Cc1cccc(-c2ccc3c(c2)[C@H]2[C@H](CCN2C(=O)c2ccc4c(c2)OCO4)[C@H](CO)N3)c1 | -0.5
COc1ccc(NC(=O)Nc2ccc3c(c2)C(=O)N([C@H](C)CO)C[C@H](C)[C@@H](CN(C)C(=O)Nc2ccc(F)cc2)OCCCC[C@@H](C)O3)cc1 | -0.6
C[C@H](CO)N1C[C@H](C)[C@H](CN(C)C(=O)Nc2ccc3c(c2)OCO3)Oc2ncc(-c3cncnc3)cc2C1=O | -0.9
CC(C)NC(=O)Nc1ccc2c(c1)C(=O)N([C@H](C)CO)C[C@H](C)[C@@H](CN(C)Cc1ccc(C(=O)O)cc1)OCCCC[C@@H](C)O2 | 0.4
O=C(N[C@H]1CC[C@@H](CCNS(=O)(=O)c2cccc(Cl)c2)O[C@@H]1CO)c1ccccc1 | 0.2
C[C@H]1CCCCO[C@H](CN(C)C(=O)CCCN(C)C)[C@@H](C)CN([C@@H](C)CO)C(=O)c2cc(NS(=O)(=O)c3ccc(F)cc3)ccc2O1 | -0.5
COCCN(C[C@H]1[C@H](c2ccccc2)[C@@H](CO)N1C(C)=O)C(=O)c1ccccc1 | -1.9

Structures above with an aryl methoxy group, in the order listed:
SMILES | TcdB inh
COc1cccc(CN2[C@@H]3CNC[C@H]2C3c2ccc(-c3cccnc3)cc2)c1 (stereo partly drawn) | 0.3
COc1ccc(NC(=O)Nc2ccc3c(c2)C(=O)N([C@H](C)CO)C[C@H](C)[C@@H](CN(C)C(=O)Nc2ccc(F)cc2)OCCCC[C@@H](C)O3)cc1 | -0.6

Remaining list, next part.
SMILES | TcdB inh
C[C@@H]1CCCCO[C@H](CN(C)Cc2ccc(C(F)(F)F)cc2)[C@@H](C)CN([C@@H](C)CO)C(=O)c2cc(NC(=O)Nc3ccc4c(c3)OCO4)ccc2O1 | 0.7
C[C@H]1CN([C@@H](C)CO)C(=O)c2cccc(NC(=O)Nc3ccc(F)cc3)c2O[C@H]1CN(C)Cc1ccc(Cl)c(Cl)c1 | -1.2
Cc1cccc(S(=O)(=O)N2[C@@H]3CNC[C@H]2C3c2ccc(-c3ccccc3C)cc2)c1 (stereo partly drawn) | 0.7&-0.2
CCCNC(=O)N[C@@H]1C=C[C@@H](CC(=O)NCCc2ccccc2)O[C@H]1CO | 0.0
CCCNC(=O)N1C[C@@H]2[C@H](c3ccccc31)[C@H](CO)N2Cc1ccc(F)cc1 | -0.4
C[C@@H]1CN([C@H](C)CO)C(=O)c2cc(NC(=O)Nc3ccc4c(c3)OCO4)ccc2O[C@@H]1CN(C)Cc1ccc(Oc2ccccc2)cc1 | 0.8
COc1ccc(S(=O)(=O)Nc2ccc3c(c2)C(=O)N([C@@H](C)CO)C[C@H](C)[C@H](CN(C)Cc2ccc(C(F)(F)F)cc2)O3)cc1 | -0.4
C[C@@H]1CCCCO[C@H](CN(C)Cc2ccc(C(=O)O)cc2)[C@@H](C)CN([C@H](C)CO)C(=O)c2cc(NC(=O)C3CCCCC3)ccc2O1 | -0.5
C[C@H](CO)N1C[C@H](C)[C@H](CN(C)Cc2ccc(C(=O)O)cc2)Oc2cc(/C=C/c3ccccc3)ccc2S1(=O)=O | 10.0
Cc1noc(C)c1S(=O)(=O)Nc1ccc2c(c1)C(=O)N([C@H](C)CO)C[C@H](C)[C@H](CN(C)Cc1ccccc1)OCCCC[C@@H](C)O2 | 0.7
Cc1ccccc1S(=O)(=O)N1C[C@@H](O)COC[C@H]2O[C@H](CC(=O)N3CCN(C)CC3)CC[C@@H]21 | 0.4
O=C(Nc1ccc(F)cc1)N[C@H]1C=C[C@@H](CC(=O)N2CCCCC2)O[C@H]1CO | -4.4
CCC(=O)N1[C@@H]2c3ccc(C4=CCCC4)c(=O)n3C[C@H]1[C@H](CO)[C@H]2C(=O)OC | -1.7
C[C@@H]1CCCCO[C@@H](CN(C)C(=O)Nc2ccc(C(F)(F)F)cc2)[C@H](C)CN([C@H](C)CO)C(=O)c2cc(NS(=O)(=O)c3ccc(Cl)cc3)ccc2O1 | -0.9
CN(C)C(=O)[C@@H]1[C@@H](CO)[C@@H]2Cn3c(cccc3=O)[C@H]1N2CC1CC1 | -1.1
CC=Cc1ccc2n(c1=O)C[C@H]1[C@H](CO)[C@@H](C(=O)NCc3ccccn3)[C@@H]2N1C (mixture of isomers) | -0.2
Cc1noc(C)c1NC(=O)Nc1ccc2c(c1)C(=O)N([C@@H](C)CO)C[C@@H](C)[C@H](CN(C)C(=O)Nc1ccc(C(F)(F)F)cc1)O2 | 0.1
CN(C)CC(=O)N[C@@H]1C=C[C@@H](CC(=O)NCc2ccc(Cl)cc2)O[C@H]1CO | -0.3
O=C(N[C@H]1CC[C@H](CCNC(=O)C2CCC2)O[C@@H]1CO)c1ccccn1 | -0.7
C[C@H]1CN([C@@H](C)CO)C(=O)c2cc(-c3ccc(C#N)cc3)cnc2O[C@H]1CN(C)C(=O)CC1CC1 | 0.8
CC(C)(C)[S@](=O)N1Cc2cc(C(=O)NCc3ccc4c(c3)OCO4)nc(-c3cccc(-c4cccnc4)c3)c2[C@@H]1CCO | 0.7
CN(C)C(=O)c1cccc(-c2ccc(C3[C@H]4CNC[C@@H]3N4Cc3cc(-c4ccccc4)on3)cc2)c1 (stereo partly drawn) | -1.9&-0.5
O=C(N[C@H]1CC[C@@H](CCn2cc(C3(O)CCCC3)nn2)O[C@@H]1CO)c1ccccc1F | -0.4
C[C@H]1CN([C@@H](C)CO)S(=O)(=O)c2ccc(C3=CCCCC3)cc2O[C@H]1CN(C)C(=O)CN(C)C | -11
C[C@@H]1CN([C@@H](C)CO)C(=O)Cc2cc(NC(=O)NC3CCCCC3)ccc2O[C@@H]1CN(C)S(=O)(=O)c1ccc(F)cc1 | -0.2
CNC[C@@H]1Oc2cc(C#CC3CCCCC3)ccc2S(=O)(=O)N([C@@H](C)CO)C[C@@H]1C | -1.2
C[C@@H]1CCCCO[C@@H](CN(C)C(=O)C2CCCCC2)[C@@H](C)CN([C@H](C)CO)C(=O)c2cc(NC(=O)c3ccccc3)ccc2O1 | -0.7
C[C@@H]1CN([C@H](C)CO)C(=O)Cc2cc(NC(=O)Nc3ccc(C(F)(F)F)cc3)ccc2O[C@@H]1CN(C)S(=O)(=O)c1cccs1 | 0.4
Cc1noc(C)c1S(=O)(=O)Nc1ccc2c(c1)C(=O)N([C@@H](C)CO)C[C@@H](C)[C@@H](CN(C)Cc1ccc(C(=O)Nc3ccccc3N)cc1)O2 | 0.5
COc1ccc(CN2C[C@@H](O)COC[C@@H]3O[C@H](CC(=O)NCc4ccccc4Cl)CC[C@H]32)cc1 | 0.3
COc1ccc(NC(=O)N[C@@H]2CC[C@@H](CCNS(=O)(=O)c3ccccc3F)O[C@H]2CO)cc1 | -0.5
COc1ccc(CN(C)C[C@H]2Oc3ccc(NC(=O)Cn4cnnn4)cc3C(=O)N([C@H](C)CO)C[C@H]2C)cc1 | 0.2

Screening results from PubChem BioAssay.
